Bioassay records from PubChem BioAssay.
MEKK2mut PB1 HTS: signal of MEK5 binding to mutant human MEKK2 PB1 domain. bead flow cytometry, Alexa488-MEK5 binding to MEKK2 mutant. percent response, % at 10 µM. actives 0.35% (n = 290,000). AID 1530; in the data active means percent response above about 24%, passing the limit was not always enough; further: inactives centre near 1; some results filed as inactive read as strong as hits; reference of the scale not given here
MEKK2 WT-MEK5: raises or lowers MEK5 binding to wildtype human MEKK2 PB1 domain; Q9Y2U5; bead flow cytometry, Alexa488-MEK5 binding to MEKK2 WT; actives lie on both sides; binding response (% of control), % at 10 µM; actives 1.1% (n = 290,000); in the data active means binding response below about 67% or above about 130%
GPR7 antagonist: antagonists of human GPR7 (neuropeptides B/W receptor 1); inhibition, % at 4.4 µM; actives 1.1% (n = 290,000); GPR7-expressing cells, fluorescence antagonist assay; in the data active means inhibition above about 16%, passing the limit was not always enough;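 further: cells stimulated with the agonist NPW; 0% = agonist with vehicle and 100% = vehicle without agonist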
Target sequence (P48145 whole entry, looked up): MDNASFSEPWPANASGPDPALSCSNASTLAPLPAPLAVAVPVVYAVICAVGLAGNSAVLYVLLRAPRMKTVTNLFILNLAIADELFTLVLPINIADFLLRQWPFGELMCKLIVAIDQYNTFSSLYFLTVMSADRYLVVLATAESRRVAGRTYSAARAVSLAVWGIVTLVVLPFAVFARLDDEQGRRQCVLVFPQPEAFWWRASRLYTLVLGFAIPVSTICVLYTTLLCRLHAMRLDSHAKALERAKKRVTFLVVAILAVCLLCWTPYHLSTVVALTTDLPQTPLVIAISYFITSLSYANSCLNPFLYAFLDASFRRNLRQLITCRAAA
OXTR ag: activates the human oxytocin receptor | activation, % at 3 µM | CHO-OTR cells, Fluo-8 calcium fluorescence; normalized: DMSO 0%, oxytocin 100% | actives 0.32% (n = 320,000);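 active means activation above the mean of all tested compounds plus 3 SD, cutoff set per screening run, cut at about 20% in these data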;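 further: peak over basal fluorescence ratio from a 100 s FLIPR kinetic read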
NALP1 yeast inh: inhibitors of NALP1 inflammasome in yeast | AID 2071 | S. cerevisiae NALP1/ASC/caspase-1 growth, X-gal OD620, 72 h | actives 0.61% (n = 280,000) | inhibition, % at 10 µM; in the data active means inhibition mostly above about 24%, no sharp cut-off; inactive means mostly below about 32%; further: some compounds called inactive have numbers as strong as hits
FID counter: counter-screen for HCV NS3 helicase inhibitors: DNA intercalator displacement; DNA fluorescent intercalator displacement, fluorescence; inhibition, % at 7.9 µM; actives 0.17% (n = 290,000); AID 1845; in the data active means inhibition above about 37%;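 further: 0% = vehicle and 100% = reference compound; higher means more ethidium bromide displaced from hairpin DNA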
PHOSPHO1 inh: PHOSPHO1 (human) inhibition; Q8TCT1; AID 1565; recombinant PHOSPHO1, absorbance phosphatase assay; actives 1.1% (n = 290,000); inhibition, % at 13.3 µM; in the data active means inhibition above about 60%
PfM18AAP inh: PfM18AAP enzyme inhibition; recombinant PfM18AAP, H-Glu-NHMec fluorogenic cleavage; inhibition, % at 7.35 µM; actives 1.2% (n = 290,000);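 active means inhibition above the campaign mean inhibition over all tested compounds plus 3 SD, cut at about 28% in these data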;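 further: 0% = plate median of test compound wells and 100% = 2 mM ZnCl2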
MEKK3 PB1 HTS: raises or lowers MEK5 binding to the human MEKK3 PB1 domain; actives 1.4% (n = 290,000); binding response (% of control), % at 10 µM; bead-based flow cytometry, Alexa488-MEK5 binding to MEKK3; actives lie on both sides; 0 = blocked by unlabeled MEK5, 100 = vehicle; Q99759;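 active means binding response more than 3 SD above or below the average of its plate-row segment, actives on both sides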;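 further: Alexa488 bead fluorescence after subtracting the streptavidin-only scavenger bead signal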
Target sequence (Q99759 whole entry, looked up, the tested form may be a part): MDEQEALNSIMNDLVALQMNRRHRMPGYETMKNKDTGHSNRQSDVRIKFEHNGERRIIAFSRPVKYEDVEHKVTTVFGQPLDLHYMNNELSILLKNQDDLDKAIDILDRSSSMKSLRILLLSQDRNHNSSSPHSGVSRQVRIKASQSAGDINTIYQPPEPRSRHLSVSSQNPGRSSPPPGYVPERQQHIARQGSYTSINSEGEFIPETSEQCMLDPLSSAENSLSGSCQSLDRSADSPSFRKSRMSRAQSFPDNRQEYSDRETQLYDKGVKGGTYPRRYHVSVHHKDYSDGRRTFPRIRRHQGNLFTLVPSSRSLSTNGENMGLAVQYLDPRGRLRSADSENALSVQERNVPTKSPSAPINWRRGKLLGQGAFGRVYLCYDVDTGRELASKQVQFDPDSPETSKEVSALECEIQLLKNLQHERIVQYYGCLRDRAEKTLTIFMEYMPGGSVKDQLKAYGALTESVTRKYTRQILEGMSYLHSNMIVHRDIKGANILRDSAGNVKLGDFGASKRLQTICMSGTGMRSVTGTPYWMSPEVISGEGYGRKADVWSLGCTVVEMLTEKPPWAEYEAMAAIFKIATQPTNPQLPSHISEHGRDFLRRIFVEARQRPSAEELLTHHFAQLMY
An asterisk follows results filed as active; . = not tested or not shown; [ ] = remark or other dose.

Order of values: MEKK2mut PB1 HTS, MEKK2 WT-MEK5, GPR7 antagonist, OXTR ag, NALP1 yeast inh, FID counter, PHOSPHO1 inh, PfM18AAP inh, MEKK3 PB1 HTS
> O=C1c2cccnc2C(=O)N1Cc1ccc2c(c1)OCO2
    -4, 100, -4, 0.9, 19, -1, -33, -10, 96
> Cn1c(NCc2ccco2)nc2ccccc21
    -22, 25*[inhibitor], -6, -1.2, 29, 2, 14, 1, 16*[inhibitor]
> Cc1ccc(S(=O)(=O)N2CCC(=O)N(C(COCc3ccc(Cl)cc3)C(C)C)CC2)cc1 (configuration not stated)
    2, 96, -5, -2.1, 29, -18, -11, -10, 108
> Cc1ccc(Nc2nnc(SCC3CCCCO3)s2)cc1 (configuration not stated)
    12, 108, -12, -2.8, 22, -29, 9, 5, 100
> CC(=O)c1ccc(-n2c(=O)[nH]c(=O)c3c(N)c(C(=O)c4ccc(Cl)cc4)sc32)cc1
    14, 111, -8, 1.1, ., -2, 25, -11, 126
> O=C1c2ccccc2CCCC12N=NCC2c1cccc2ccccc12 (configuration not stated)
    ., ., -11, 1.4, 28, -10, 19, 4, .
> CCCC(c1nnnn1Cc1ccccc1)N1CCN(c2ccccc2OC)CC1 (configuration not stated)
    8, 112, -3, 0.3, 18, -24, 19, -9, 109
> Cc1onc(-c2c(Cl)cccc2Cl)c1C(=O)Nc1ccc(C(N)=O)cc1
    -2, 95, -10, 2.5, -7, -4, 24, 2, 100
> O=S(Cc1ccc(Cl)cc1)CC(O)COc1ccc(Cl)cc1 (configuration not stated)
    2, 104, 13, 3.3, -8, -19, -47, -9, 98
> COc1ccc(C(C)=O)cc1COC(=O)c1cc(=O)c2ccccc2o1
    -3, 99, -2, 1.9, 5, -21, 7, -4, 99
> CC(C)Sc1cc(N2CCCC2)nc(-c2ccccc2)n1
    -3, 101, -1, -2.0, -10, -2, -6, -10, 98
> CCCC(=O)NC(=S)Nc1ccc(N2CCN(C(=O)c3cccs3)CC2)cc1
    -2, 96, 7, 13, 10, -29, 32, 9, 96
> COc1ccc(C(=O)CSc2nc(SC)ns2)cc1OC
    2, 104, -16, 0.1, 22, -4, -12, -10, 106
> O=S1(=O)CC/C(=N\Nc2ccccc2)c2ccsc21
    3, 103, 2, 1.5, 10, -1, -13, 2, 103
> CC(C)NC(=O)c1ccc(-n2c(=S)[nH]c3ccccc3c2=O)cc1
    -1, 96, -14, 0.2, -9, 0, 48, 3, 100

In the list so far, these contain an aryl methoxy group:
Order of values: MEKK2mut PB1 HTS, MEKK2 WT-MEK5, GPR7 antagonist, OXTR ag, NALP1 yeast inh, FID counter, PHOSPHO1 inh, PfM18AAP inh, MEKK3 PB1 HTS
> CCCC(c1nnnn1Cc1ccccc1)N1CCN(c2ccccc2OC)CC1 (configuration not stated)
    8, 112, -3, 0.3, 18, -24, 19, -9, 109
> COc1ccc(C(C)=O)cc1COC(=O)c1cc(=O)c2ccccc2o1
    -3, 99, -2, 1.9, 5, -21, 7, -4, 99
> COc1ccc(C(=O)CSc2nc(SC)ns2)cc1OC
    2, 104, -16, 0.1, 22, -4, -12, -10, 106

A few values from the list.
Under PHOSPHO1 inh, Cc1onc(-c2c(Cl)cccc2Cl)c1C(=O)Nc1ccc(C(N)=O)cc1 reads 24
Under OXTR ag, CC(C)Sc1cc(N2CCCC2)nc(-c2ccccc2)n1 reads -2.0

More results.
Order of values: MEKK2mut PB1 HTS, MEKK2 WT-MEK5, GPR7 antagonist, OXTR ag, NALP1 yeast inh, FID counter, PHOSPHO1 inh, PfM18AAP inh, MEKK3 PB1 HTS
> CCCCc1cc2c(cn1)=C(OC(=O)c1cnc3ccccc3n1)C(C)(OC(=O)CC)C(=O)C=2 (configuration not stated)
    3, 143*, ., ., ., ., 9, ., 119
> CCCc1cc(=O)oc2cc(OCC(=O)N(C)C)c(Cl)cc12
    2, 103, -1, 0.3, -18, -1, -10, -11, 102
> CCCCCCNC(=O)CC(c1ccccc1)c1cc(Br)ccc1O (configuration not stated)
    9, 95, -6, -2.6, 8, -19, -32, 9, 111
> CCn1c2ccccc2c2cc(NC(=O)CSc3nnc(-c4ccc(OC)c(OC)c4)n3N)ccc21
    3, 105, -9, -2.1, 1, -25, 45, 7, 105
> O=C(CCN1C(=O)/C(=C/c2ccccc2Cl)SC1=S)NC1CCCC1
    -5, 94, 8, -0.3, 16, -3, 33, -3, 94
> O=C(OCc1ccccc1)/C(=C/c1cccc(Br)c1)NC(=O)c1ccco1
    7, 109, -17, -1.2, 3, -25, ., -6, 107
> Cc1ccc(C(=O)OCC(=O)NCC2CCCO2)c(C)c1 (configuration not stated)
    -8, 88, -9, -0.6, -1, -7, 28, 1, 87
> COc1cccc2cc(-c3nnc(SCC(=O)Nc4cc(C(F)(F)F)ccc4Cl)n3N)oc12
    -8, 83, 5, 2.0, 9, 1, -25, -5, 87
> CC(C)c1nnc(NC(=O)c2ccc(S(=O)(=O)N3CCOCC3)cc2)s1
    1, 105, 7, 2.0, ., 9, 5, -2, 100
> CC(C)(C)c1cn(-c2ccc(F)cc2)c(=S)[nH]1
    -1, 96, -7, 0.2, 10, -6, 69*, 5, 98
> CCOc1ccc(C(=O)NC(=S)Nc2ccccc2N2CCC(C)CC2)cc1[N+](=O)[O-]
    -1, 104, -7, 0.5, -12, -2, -4, 4, 106
> Cn1c(=O)c2nc(-c3ccccc3)oc2c2ccccc21
    -5, 96, -9, -2.0, 6, -7, 8, -1, 97
> COc1cc2ncnc(NCCCN3CCOCC3)c2cc1OC
    1, 98, 1, 1.1, ., 76*, 18, 4, 100
> O=C(O)c1cccc(N2CCCC2=O)c1
    7, 106, -4, -0.6, 0, 4, -1, -30, 112
> Cn1c(-c2cccc([N+](=O)[O-])c2)[n+](C)c2ccccc21
    -4, 93, -9, -0.4, 14, 3, -21, -12, 96

(cont.)
Order of values: MEKK2mut PB1 HTS, MEKK2 WT-MEK5, GPR7 antagonist, OXTR ag, NALP1 yeast inh, FID counter, PHOSPHO1 inh, PfM18AAP inh, MEKK3 PB1 HTS
> CC(C)(C)NCC(O)COc1cccc2[nH]c(=O)[nH]c12 (configuration not stated)
    5, 113, ., 0.0, ., ., ., ., 107
> COC1=C/C(=C/c2c(N)n3nc(CC(=O)N4CCOCC4)sc3nc2=O)C=CC1=O
    3, 98, -21, 0.1, -36, -20, 49, 12, 98
> O=C(O)c1ccc(NC(=O)C2(c3ccccc3)CCOCC2)cc1
    -4, 98, -15, -0.1, 3, 1, -6, -3, 93
> COc1cccc(C(=O)Nc2cccc(NC(C)=O)c2)c1
    2, 102, 1, -0.6, -24, -1, -7, -3, 103
> O=C(/C=C/c1cccs1)Nc1ccc(S(=O)(=O)Nc2ncccn2)cc1
    -2, 100, -11, -0.3, -1, -11, -5, -13, 103
> CCN1C(=O)NC(c2cc(Br)ccc2OC)C(C(=O)OC)=C1C (configuration not stated)
    5, 100, -14, -2.2, -53, -16, 9, -6, 98
> CCc1ccc(NC(=O)C(=O)N/N=C(\C)CC(=O)Nc2ccccn2)cc1
    13, 117, 4, 0.4, 27, -8, -8, 3, 100
> O=C(/C=C/c1ccc(OC2CSC2)cc1)c1ccccc1
    2, 105, 2, 0.9, 6, -1, 19, 0, 105
> CCOc1cc(S(=O)(=O)NCc2ccc3c(c2)OCO3)ccc1F
    10, 108, -6, 3.8, 7, 0, -10, -2, 105
> Cc1ccc(NC(=O)CNc2cccc(C)c2C)c(C)c1
    ., ., -7, -2.2, 20, -20, 7, 0, .
> COc1ccc(NS(=O)(=O)c2cccc(C(=O)NNC(=O)CNC(=O)c3ccco3)c2)cc1
    6, 103, -8, -0.1, 8, -8, 24, 4, 101
> COc1ccc(NC2=NC(=S)N(c3ccccc3C)C23CCCCC3)cc1
    -2, 99, -16, -2.6, 3, -26, 5, 5, 101
> COC(=O)CSc1nnc(CNC(=O)c2ccc(S(=O)(=O)N3CCOCC3)cc2)n1C
    -1, 96, -10, 1.0, 19, -6, -15, -1, 96
> C/C(=N/NS(=O)(=O)c1ccc(Cl)cc1)c1cccc(NC(=O)c2ccncc2)c1
    7, 101, 6, -0.2, 21, -27, 14, -15, 101
> CNC(=O)COc1ccc(S(=O)(=O)Nc2ccccc2)cc1
    3, 104, -14, 0.7, 0, -1, 24, -8, 100

New compounds follow
Order of values: MEKK2mut PB1 HTS, MEKK2 WT-MEK5, GPR7 antagonist, OXTR ag, NALP1 yeast inh, FID counter, PHOSPHO1 inh, PfM18AAP inh, MEKK3 PB1 HTS
> CCOC(=O)CC(NC(=O)Cn1nnc(-c2ccccc2C)n1)c1ccc(OC)cc1 (configuration not stated)
    -2, 97, 11, 11, 3, -29, 27, -2, 101
> COc1ccc(OC)c(Cc2nnc(CCC(=O)N3CCCCC3c3nccs3)o2)c1 (configuration not stated)
    -6, 100, -5, -0.9, -8, -30, 6, 4, 101
> O=C(O)c1ccc(C(=O)c2ccc3c(c2)C(=O)N(CC2CCCO2)C3=O)cc1 (configuration not stated)
    -3, 99, -9, 0.1, 10, -10, -15, -5, 97
> O=C(Nc1ccccc1)C(c1ccccc1)C1CCCC1 (configuration not stated)
    0, 104, -6, ., 27, -4, 1, 0, 148*
> COc1ccccc1NC(=O)Cc1cccc2ccccc12
    -2, 96, 1, -1.4, 18, -15, 13, -14, 100
> C=CCc1c(C)nc(SCCC)[nH]c1=O
    2, 101, -9, -1.0, 0, -6, -11, -1, 106
> CC(C)COC(=O)N1CCCC1C(=O)O (configuration not stated)
    3, 110, -9, -0.4, 9, 5, -6, 0, 109
> COc1ccc(C)cc1NC(=O)c1cc(S(=O)(=O)N2CCC3(CC2)OCCO3)ccc1F
    3, 106, -9, -0.4, 3, -35, 28, -11, 103
> Cc1ccc(N(C)C(=O)N2CCN(c3ccccn3)CC2)cc1
    0, 101, -3, -1.3, 33, -24, -2, -3, 100
> CCN(CC(=O)NC(C)C)C(=O)c1ccc(Cl)cc1
    0, 104, -7, 0.0, 19, 0, 3, -1, 109
> Cc1cccc(/C=C/c2onc(C)c2S(=O)(=O)N2CCC(C(=O)N3CCCCC3)CC2)c1
    -2, 98, -4, -0.7, 22, -51, 41, -4, 103
> CCOC(=O)CSc1nnc(-c2ccc(OC)cc2)n1CC
    -2, 99, 15, -0.2, -10, -10, 49, -7, 97
> O=C(O)c1cc(-c2ccc(O)cc2)on1
    -3, 92, 2, 1.1, -2, -6, 34, 10, 94
> CC1(COS(N)(=O)=O)CCCCC1
    2, 106, -4, 1.9, 6, -3, -7, -5, 107
> CCOc1ccc(S(=O)(=O)Nc2cc(OC)ccc2OC)cc1
    1, 99, 23*, 1.5, 15, -11, -4, -2, 97
> Cc1ccc(C2CN(C)C3(C(=O)Nc4ccccc43)C23COc2ccccc2C3=O)cc1 (configuration not stated)
    ., ., -17, -1.5, 7, -29, 20, -9, .
> CC(Oc1ccc(Br)cc1)C(=O)N1CCC(C(N)=O)CC1 (configuration not stated)
    3, 103, -9, 0.9, 22, -2, -11, -12, 104
> CC(C)NC(=O)c1ccc(-n2nc(C(F)(F)F)c3c2CCCC3)cc1
    0, 99, -8, 2.9, 17, -5, 0, 2, 84

Of the compounds above, these have a tert-butyl group:
Order of values: MEKK2mut PB1 HTS, MEKK2 WT-MEK5, GPR7 antagonist, OXTR ag, NALP1 yeast inh, FID counter, PHOSPHO1 inh, PfM18AAP inh, MEKK3 PB1 HTS
> CC(C)(C)c1cn(-c2ccc(F)cc2)c(=S)[nH]1
    -1, 96, -7, 0.2, 10, -6, 69*, 5, 98
> CC(C)(C)NCC(O)COc1cccc2[nH]c(=O)[nH]c12 (configuration not stated)
    5, 113, ., 0.0, ., ., ., ., 107
